Tb PFK block: blocks T. brucei phosphofructokinase | T. brucei PFK, ADP-Glo luminescence | Potency, µM (highest dose often 57.5 µM), for inactives: at the highest dose activity, negative = inhibition, hits mostly inhibitors | O15648 | 330,000 tested, 0.17% active;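 note: potency is the fitted concentration of half-maximal effect; 0% = uninhibited 1x PFK enzyme wells and -100% = no-enzyme wells; nearly all actives have a fitted effect of over 60% in size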
Target sequence (O15648 whole entry, looked up): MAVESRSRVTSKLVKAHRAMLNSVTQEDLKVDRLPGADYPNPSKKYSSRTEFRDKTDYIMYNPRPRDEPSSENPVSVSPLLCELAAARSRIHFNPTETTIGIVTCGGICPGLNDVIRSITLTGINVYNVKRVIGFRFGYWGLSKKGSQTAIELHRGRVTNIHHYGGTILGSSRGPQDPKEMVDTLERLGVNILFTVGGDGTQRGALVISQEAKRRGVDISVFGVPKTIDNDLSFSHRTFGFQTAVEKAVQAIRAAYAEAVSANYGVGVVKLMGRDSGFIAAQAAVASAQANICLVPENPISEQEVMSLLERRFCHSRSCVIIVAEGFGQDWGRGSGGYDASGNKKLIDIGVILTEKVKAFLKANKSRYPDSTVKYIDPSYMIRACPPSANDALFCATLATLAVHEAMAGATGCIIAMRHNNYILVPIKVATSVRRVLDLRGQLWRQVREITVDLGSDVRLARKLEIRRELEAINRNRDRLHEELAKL
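1.25 nM PFK with 0.5 mM F6P and 0.1 mM ATP in 0.1 M TEA pH 8.0, 5 mM MgCl2, incubated 45 min at room temperature; ADP measured by ADP-Glo luminescence; compounds titrated up to 57 uM.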
A-T KAP1 phos: potential ataxia-telangiectasia treatment. […] A-T fibroblasts, KAP-1 phosphorylation AlphaLISA; neocarzinostatin DNA damage 30 min before lysis. Potency, µM (top dose mostly 57.5 µM), for the others: at the top dose activation, usual class: activators. 320,000 tested, 0.19% active. AID 485349; note: potency is the fitted concentration of half-maximal effect; % of control where 0% means no effect; nearly all actives have a fitted effect of over 45% in size
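ATM-like activity read as KAP-1 phosphorylation via AlphaLISA donor/acceptor antibody pairs after lysis and 6 hr at 25C. Cells were ATM-null patient fibroblasts ([…], hTERT), dosed 60 min, then exposed to the DSB inducer NCS for 30 min.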
TCR activator: activators of T cell receptors | primary human leukocytes, anti-CD3, IL-2 HTRF, 48 h | Potency, µM (highest dose often 9.22 µM), without a hit: at the top dose activation of IL-2 secretion, usual class: activators | 330,000 tested, under 10 active | AID 504894; note: % of control where 0% means no effect
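Using a-CD3 beads without co-stimulation, primary human leukocytes were exposed to compounds for 48 hr. An HTRF IL-2 kit measured the cytokine, with europium-to-d2 energy transfer producing emission at 665nm upon 320nm excitation.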
TSHR antagonist: antagonists of human thyroid stimulating hormone receptor; activity change, negative = inhibition, % at 11.5 µM; 330,000 tested, 0.2% active; TSHR-expressing cells, TSH-stimulated cAMP HTRF, 2 h; hits give low values;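 active = activity change below a set negative limit, meaning inhibition stronger than a set level, cut at about -70% in these data; inconclusive = activity change between two set negative limits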; note: % is set by controls: 0 for no effect and ±100 for the full control effect
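Cell-based HTRF cAMP assay; TSHR cells + compound, TSH EC80 (4nM final), 2 h, 37 deg C. Lysis with anti-cAMP cryptate and cAMP-d2, 30 min RT, read 665/620 nm.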
Mito fusion yeast: mitochondrial division inhibition or fusion activation; S. cerevisiae fusion-defective mutant growth rescue, CellTiterGlo 48 h; Potency, µM (doses to about 46.1 µM), for the others: at the top dose growth rescue (activation), hits mostly activators; 320,000 tested, 0.23% active;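 note: potency is the fitted concentration of half-maximal effect; % of control where 0% means no effect; nearly all actives have a fitted effect of over 45% in size; temperature-sensitive fusion mutants such as fzo1-1 at 37 °C on non-fermentable ethanol glycerol medium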
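Read-out: ATP-based luminescence (CellTiterGlo, 10 min ambient) reporting growth of fusion-defective ts yeast after 48 hours at 37C on glycerol/ethanol YPEG medium in the presence of compound.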
a7 integrin act: activators of alpha7 integrin expression for muscular dystrophy | alpha7betagal myoblasts, beta-gal FDG fluorescence, 48 h | Potency, µM (series often up to 38.3 µM), inactives show at the highest dose activation, usual class: activators | 350,000 tested, 0.064% active;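 note: potency is the fitted concentration of half-maximal effect; 100% = response of the positive control SU9516; nearly all actives have a fitted effect of over 60% in size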
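Alpha7betagal+/- myoblasts (passage 13) were plated 16-24 hr, then exposed to compounds (1:260 dilution of DMSO stock) for 48 hours at 37C. After MPER lysis, β-galactosidase reporter activity was read as FDG fluorescence (ex 480/em 540) after 30 minutes.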
Chronic BCR inh: inhibitors of chronic active B-cell receptor signaling; ABC-DLBCL IkBa-CBG/CBR reporter, luminescence ratio, 4 h; 340,000 tested, 0.05% active; Potency, µM (series often up to 46.1 µM), for the others: at the top dose ratio change, negative = lower green/red ratio, actives largely listed as inhibitors; active = well fitted inhibition curve with a large enough effect in the signal ratio, with a control signal flat, not every such curve was filed as active; inconclusive = small, poorly fitted or top-dose-only effect, or effect the other way, or a change in a side signal; the % refers to the signal ratio;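 note: potency is the fitted concentration of half-maximal effect; plate controls were basal doxycycline-induced cells for no effect and cells given 10 µM MG132 for full effect; MG132 reads +100%, hits lower the ratio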
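TMD8 human ABC-DLBCL cells with doxycycline-inducible IκBα–green luciferase fusion and unfused red luciferase, in 0.5% FBS medium; compounds up to 46 uM, 4 h at 37C. Green/red luminescence ratio, filter-overlap corrected, fitted to concentration-response curves.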
S-ASM inh: inhibitors of human secretory acid sphingomyelinase | Potency, µM (doses to about 57.5 µM), without a hit: top-dose activity change, negative = inhibition, actives largely listed as inhibitors | 340,000 tested, 0.006% active | placental ASM, HMU-PC fluorogenic substrate, 60 min; note: potency is the fitted concentration of half-maximal effect
Target sequence (P17405 47-631 limits assumed): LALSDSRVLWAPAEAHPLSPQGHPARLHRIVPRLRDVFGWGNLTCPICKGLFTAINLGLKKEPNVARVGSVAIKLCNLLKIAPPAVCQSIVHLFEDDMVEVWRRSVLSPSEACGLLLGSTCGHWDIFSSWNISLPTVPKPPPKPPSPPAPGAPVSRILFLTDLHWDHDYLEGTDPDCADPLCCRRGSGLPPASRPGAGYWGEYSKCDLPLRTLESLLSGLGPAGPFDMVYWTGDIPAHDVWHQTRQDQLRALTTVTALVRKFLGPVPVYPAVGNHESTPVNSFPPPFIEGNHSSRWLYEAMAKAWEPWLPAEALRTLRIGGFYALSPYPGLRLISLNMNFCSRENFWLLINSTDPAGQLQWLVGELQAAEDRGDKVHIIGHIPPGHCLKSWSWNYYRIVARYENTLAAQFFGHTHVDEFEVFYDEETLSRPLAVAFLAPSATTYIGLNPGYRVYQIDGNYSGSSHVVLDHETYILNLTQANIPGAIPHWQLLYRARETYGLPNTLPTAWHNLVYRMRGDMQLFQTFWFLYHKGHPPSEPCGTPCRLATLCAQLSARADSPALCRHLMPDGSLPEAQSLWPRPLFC
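Human placenta-derived ASM enzyme was preincubated with compound for 10 minutes at room temperature, then given fluorogenic substrate HMU-PC0 (9 uM final) for 60 minutes at 37 °C; a pH 10 stop preceded fluorescence reading at Ex 386/Em 447 nm.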
Eya2 phos inh: inhibitors of human Eya2 phosphatase activity | O00167 | recombinant Eya2, OMFP fluorescence dephosphorylation (OMFP is methylfluorescein phosphate) | Potency, µM (titrated, usually from 76.9 µM), without a hit: at the highest dose activity, negative = inhibition, actives largely listed as inhibitors | 330,000 tested, 0.006% active | AID 488837; note: potency is the fitted concentration of half-maximal effect; % is set by controls: 0 for no effect and ±100 for the full control effect
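Eya2 (0.2 uM) preincubated 10 min at ambient with compound, then OMFP substrate added at 50 uM; 10 min reaction in 50 mM HEPES pH 7.5, 50 mM NaCl, 5 uM MgCl2, 0.05% BSA, 1 mM DTT. Fluorescence read at Ex 485/Em 525 nm.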
PTAP TSG101 blk: blocks PTAP/TSG101 interaction to inhibit HIV-1 budding. Q99816. Fluorescence polarization, FITC-PTAP peptide / Tsg101 binding. Potency, µM (top dose mostly 115 µM), inactives show at the top dose activity change, negative = inhibition, actives largely listed as inhibitors. 340,000 tested, under 10 active. AID 493005; active = well fitted inhibition curve with a large enough effect in the main read-out, with a control signal flat, not every such curve was filed as active; inconclusive = small, poorly fitted or top-dose-only effect, or effect the other way, or a change in a side signal; inactive = no such curve, though single readings can be large or run the other way; note: potency is the fitted concentration of half-maximal effect; % of control where 0% means no effect
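Fluorescence polarization binding of Tsg101 binding domain (10 uM final) to FITC-labeled PTAP peptide (50 nM final) in HEPES pH 7.5 buffer with NaCl, Tween 20, EDTA, TCEP. Compounds added before peptide; binding 20 min at RT.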
ELG1 DNA repair: ELG1-dependent DNA repair inhibition; HEK293T ELG1-luciferase reporter, luminescence, 16 h; DNA damage induced by 5-fluorouridine; Potency, µM (highest dose often 46.1 µM), for the others: at the highest dose activity change, negative = inhibition, actives largely listed as inhibitors; 330,000 tested, 2.3% active; note: potency is the fitted concentration of half-maximal effect; % is set by controls: 0 for no effect and ±100 for the full control effect; nearly all actives have a fitted effect of over 55% in size
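HEK293T cells expressing luciferase-tagged ELG1 (2,000/well) received 5-Fluorouridine plus compound or DMSO for 16 hr at 37 °C. Luciferase was read by ONE-Glo luminescence after 30 min at room temperature.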
Starred values were filed as active, the others as inactive; ? = inconclusive; / = no result given; [ ] = another dose, or the depositor's remark. Unless noted, calls come from the whole dose curve; as a rule, active = well fitted curve in the direction sought with a large enough effect; inconclusive = small, poorly fitted or top-dose-only effect, or another doubt; inactive = no such curve, though single readings can be large; an effect the other way counts as inactive or inconclusive. Rows are unselected; any-hit rate near 3.2%.

SMILES | Tb PFK block | A-T KAP1 phos | TCR activator | TSHR antagonist | Mito fusion yeast | a7 integrin act | Chronic BCR inh | S-ASM inh | Eya2 phos inh | PTAP TSG101 blk | ELG1 DNA repair
CC(C)CC(NC(=O)c1ccc(Cl)cc1)C(=O)OCC(=O)c1ccc2c(c1)NC(=O)CO2 (stereo not given) | 2% | -4% | 0% | -8 | 2% | -55%[inhibitor] | ? | -2% | -14% | 1% | ?
CCOc1ncccc1C(=O)OCC(=O)Nc1ccc2c(c1)CCC2 | -3% | -18% | -2%[46.1 µM] | 19 | / | -11% | ? | -1% | -10% | -2% | 0%
O=C(Nc1ccccc1NC(=O)c1csnn1)c1csnn1 | -8% | -1% | -1% | 13 | 5% | -4% | 13% | -2% | -13% | -2% | -1%
Cc1cc2nc(C)c(Cl)c(=O)n2[nH]1 | -8% | 2% | -1% | 3 | -5% | -2% | -7% | -5% | -14% | 2% | 1%
CC(=O)Nc1ccc(OC(F)(F)C(F)F)c(NC(C)=O)c1 | -3% | / | 0% | -4 | -1% | 11% | 1% | 5% | -2% | -4% | -4%
Cc1cc(C(=O)COc2ccc3ccc(=O)oc3c2)c(C)n1C | 0% | 3% | 3% | 8 | 8% | -4% | 3% | 302%[activator] | -1% | 0% | 6%
COc1cccc(C(=O)N(c2ccc(C)cc2)C2C=CS(=O)(=O)C2)c1 (stereo not given) | -3% | -3% | 0% | 7 | 0% | -5% | 0% | 5% | 10% | -1% | -14%
COc1ccc(NC(=O)c2ccc(Cl)c(S(=O)(=O)N3CC(C)OC(C)C3)c2)cn1 (stereo not given) | -4% | 6% | -5% | -9 | 5% | -7% | -3% | 0% | 0% | -13% | ?
CCOC(=O)C1=C(C)N(CCCC(=O)O)C(=O)NC1c1ccc(Cl)cc1 (stereo not given) | 0% | 10% | -6% | 4 | -1% | 2% | 1% | 14% | -13% | -9% | -14%
O=C1/C(=C\c2cccnc2)SC(=S)N1C1CCS(=O)(=O)C1 (stereo not given) | 0% | ? | 7% | -8 | -9% | -37%[7.66 µM] | ? | -3% | -4% | -4% | ?
NC(=O)CC(NC(=O)Cc1cccc2ccccc12)c1ccc(N2CCC(Cc3ccccc3)CC2)c([N+](=O)[O-])c1 (stereo not given) | 2% | -12% | 2% | -9 | 1% | -1% | -13% | -12% | -9% | -1% | 10%
CCN(CC)CCN(Cc1cc2cc3c(cc2[nH]c1=O)OCO3)C(=S)NCC1CCCO1 (stereo not given) | -15% | -4% | 4% | 3 | 3% | -12% | -15% | 76%[activator] | 10% | -1% | 6%
COC(=O)[C@@H]1Cc2c([nH]c3ccccc23)C2CCC(=O)N21 (stereo not given in full) | 2% | 2% | -4% | 1 | -4% | ? | -4% | -5% | 5% | -1% | 8%
O=C(NC(n1ccc(=O)[nH]c1=O)C(Cl)(Cl)Cl)C12CC3CC(CC(C3)C1)C2 (stereo not given) | -10% | -9% | -4% | 17 | 5% | -5% | 0% | 3% | -8% | 0% | -6%
COc1ccccc1N1CCN(c2nc(-c3ccccc3)cc(C(F)(F)F)n2)CC1 | 2% | -1% | 4% | 3 | 0% | 12% | 1% | -6% | 14% | -2% | 17%
Nc1ncnc(SCc2c(F)cccc2Cl)n1 | 2% | 4% | 8% | -29 | 2% | -15% | ? | 10% | -4% | -1% | ?
COc1ccc(-n2c3c(c(=O)[nH]c2=O)C(NC(=O)c2ccncc2)(C(F)(F)F)C(=O)N3)cc1 (stereo not given) | 2% | 1% | 4% | 1 | 16% | 22% | 25% | -2% | 10% | -1% | 12%
CCC(C)N1C(=O)S/C(=C/c2ccc(N3CCOCC3)cc2C)C1=O (stereo not given) | 0% | 4% | 0%[46.1 µM] | -17 | ? | 1% | ? | 4% | -8% | 0% | ?
CC(=O)N1c2ccc(S(=O)(=O)NCCC(=O)N(C)Cc3ccccc3)cc2CC1C (stereo not given) | 5% | 0% | 0% | 2 | 1% | -14% | -2% | 2% | 15% | 0% | -7%
CCn1c(=O)cc(SCC(=O)NCc2ccccn2)c2ccccc21 | 4% | -4% | 2% | 29 | -2% | -7% | ? | -1% | -8% | -13% | ?
COC(=O)Nc1ccc2ncn(C)c(=O)c2c1 | 3% | -1% | -4% | 6 | 1% | 1% | -9% | -2% | -6% | -4% | 9%
Cc1ccc(S(=O)(=O)N2CCN(c3nc4ccccc4nc3-n3nc(C)cc3C)CC2)cc1 | 6% | 3% | 5% | -11 | 0% | -3% | -2% | 165%[activator] | -17% | -1% | -17%
Cc1cc(C)cc(NC(=O)CSc2ccc(-c3ccco3)nn2)c1 | 1% | -3% | -2%[46.1 µM] | -23 | 9% | 0% | -1% | -5% | -5% | 1% | -12%
O=C1OC2CCC1(c1ccccc1)C2 (stereo not given) | 3% | 7% | -2%[46.1 µM] | -8 | 0% | 6% | -11% | 3% | -27% | 0% | 11%
O=[N+]([O-])c1ccc(N2CCOCC2)cc1NCc1ccccc1 | 5% | -13% | -5% | 36 | 3% | -17% | ? | -21% | -3% | -2% | ?
Cc1onc(-c2ccccc2)c1C(=O)N1CCN(c2ncccn2)CC1 | 1% | 5%[11.5 µM] | -2% | 6 | 4% | -37% | 0% | -1% | 1% | 0% | -2%
O=C(O)[C@H]1CCCC[C@H]1C(=O)Nc1cc([N+](=O)[O-])ccc1F | 27% | 23% | -3%[46.1 µM] | 41 | -3% | 0% | 2% | 5% | 10% | -4% | ?
Cn1nc(C(=O)OCC(=O)N2CCc3ccccc32)c2ccccc2c1=O | -2% | -2% | 0% | 6 | 1% | -4% | ? | -2% | 15% | -7% | 0%
CCc1ccc(C(=O)Nc2ccc(OC)c(S(=O)(=O)N3CCCCC3)c2)cc1 | 0% | -1% | / | -36 | 3% | -9% | ? | -3% | 6% | -6% | ?
COc1ccc(COc2ccc(C3C(S(=O)(=O)c4ccccc4)CON3C)cc2OC)cc1 (stereo not given) | -2% | -3% | 6% | 4 | 4% | -17% | 5% | 2% | -4% | -4% | -4%
COc1ccc(C)cc1NC(=O)CN1CCCC1c1ccc2c(c1)OCCCO2 (stereo not given) | 3% | 0% | 0%[46.1 µM] | -3 | / | -10% | ? | 2% | -7% | 1% | 4.1µM*
O=C(COc1coc(CN2CCCc3ccccc32)cc1=O)Nc1ccc([N+](=O)[O-])cc1 | 1% | -1% | 1% | 6 | -5% | 12% | 2% | -1% | 3% | -9% | 3%
CC(C)CSc1nnc2c3ccccc3n(C)c2n1 | -1% | 0% | / | -9 | 1% | -18% | ? | -1% | -21% | -1% | ?
O=C(NC(=S)NC1CC1)c1cccnc1 | -2% | -10% | -2% | 12 | -2% | 9% | 1% | 3% | ? | -5% | 9%
CSc1ccc(CN(C)CC(=O)NCCc2ccccc2)cc1 | -18% | 23% | 0% | 40 | 14% | 0% | 2% | -1% | 13% | -6% | -11%
CN(Cc1ccccc1)C(=O)CCC1CCN(S(C)(=O)=O)CC1 | 3% | 7% | -8% | 23 | -3% | 4% | 8% | -3% | 8% | 1% | 10%
CCOc1ccccc1C(=O)NCC(=O)NNC(=O)CN(C)S(=O)(=O)c1ccc(Cl)cc1 | -6% | -10% | 1% | -5 | -2% | -21% | 3% | -1% | 17% | 4% | ?
O=C(CSC1=NCCS1)Nc1cccc(F)c1 | -9% | -1% | 4% | 3 | 7% | -7% | -2% | -1% | 10% | -2% | 3%
CC1(C)CC2CC(C)(CN2C(=O)c2ccccc2)C1 (stereo not given) | -3% | -3%[11.5 µM] | 5% | 9 | 5% | 16% | 0% | 1% | 1% | -3% | -7%
CCOC(=O)C1CCN(S(=O)(=O)c2ccc3[nH]c(=O)c(=O)[nH]c3c2)CC1 | -3% | 3% | -13% | 8 | 6% | 7% | 3% | 0% | -10% | -7% | 6%

Assay outcomes (PubChem BioAssay)
